SKKanGAS inh – inhibitors of SKKanGAS S. pyogenes growth in kanamycin (SK-promoter or general growth effect) | BacTiter-Glo, 6 h | inhibition, % at 7.5 µM | 300,000 tested, 1.3% active;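 active = mean replicate score, as percent of positive control median, at least 50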;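 note: strain carries kanamycin resistance gene driven by streptokinase promoter and grows in 40 µg/ml kanamycin; loss of luminescence reflects streptokinase promoter inhibition or plain growth inhibition; 0% = median of DMSO wells and 100% = positive control at its reference dose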
Platelet DG rel – modulates dense granule release in human platelets; 300,000 tested, 0.22% active; AID 1663; inhibition, %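 (compounds screened at 7.5 µM in platelet-rich plasma)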; human platelet-rich plasma, SFLLRN dense granule ATP release, luminescence;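 active = mean replicate score, as percent of positive control, at or above 50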
MrgX1 antag – blocks BAM8-22 activation of human MrgX1 receptor; Q96LB2; MRGX1-HEK293 calcium flux, Fluo-4, BAM8-22 antagonism; hits give low values; B-score at 10 µM; 310,000 tested, 1.3% active;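 active = calcium-response B-score plate-corrected more than 3 library SD below zero, starting fluorescence within 5 deviations, no agonist response on first addition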;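 note: peak minus trough fluorescence over baseline after final BAM8-22 challenge near maximal dose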
Target sequence (Q96LB2 whole entry, looked up): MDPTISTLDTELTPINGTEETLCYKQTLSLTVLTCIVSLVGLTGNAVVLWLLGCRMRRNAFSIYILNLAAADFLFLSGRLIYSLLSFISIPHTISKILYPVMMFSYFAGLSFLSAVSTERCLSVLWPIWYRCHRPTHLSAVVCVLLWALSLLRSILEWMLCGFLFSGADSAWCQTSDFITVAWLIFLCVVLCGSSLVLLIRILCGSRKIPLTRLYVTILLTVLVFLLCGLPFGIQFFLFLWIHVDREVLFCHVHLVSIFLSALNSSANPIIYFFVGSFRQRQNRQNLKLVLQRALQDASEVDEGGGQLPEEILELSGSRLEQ
TRPC4 block – TRPC4 (mouse) channel inhibition; 300,000 tested, 0.39% active; B-score at 10 µM; HEK293 TRPC4beta/mu-opioid, DAMGO-evoked Fluo4 calcium flux; hits give low values; AID 2247; Q9QUQ5;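 active = B-score over 3 SD under the library average, no early fluorescence shift, positive overall ratio signal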
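Material: HEK293 cells with stable TRPC4beta plus mu-opioid receptor expression / Probe or stimulus: DAMGO in two steps, submaximal then maximal / Compound: single concentration per test compound / Technique: kinetic Fluo4 fluorescence imaging of calcium influx / Read-out: per-well B score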
RGS4 block – inhibitors of human RGS4; P49798; HEK293 M3R/RGS4 inducible, Fluo-4 calcium flux; hits give high values; triggered by carbachol at its EC20; B-score at 10 µM; 310,000 tested, 0.45% active;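 active = B-score, a plate-corrected calcium signal, over three deviations above library mean, with baseline fluorescence within five deviations of library mean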;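 note: RGS4 expression induced by doxycycline in cells with stable M3 receptor; B-score is computed from the integrated fluorescence ratio over baseline after carbachol; higher B-score means a larger calcium signal and so more RGS4 inhibition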
Target sequence (P49798 whole entry, looked up): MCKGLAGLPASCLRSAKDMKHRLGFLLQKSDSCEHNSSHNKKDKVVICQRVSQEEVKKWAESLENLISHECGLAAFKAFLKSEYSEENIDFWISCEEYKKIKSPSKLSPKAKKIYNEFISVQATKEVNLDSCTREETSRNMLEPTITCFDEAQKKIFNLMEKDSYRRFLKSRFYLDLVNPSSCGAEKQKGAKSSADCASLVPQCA
RGS4 act – RGS4 potentiation or activation; HEK293 M3R/inducible RGS4, carbachol calcium flux Fluo4; hits give low values; B-score at 10 µM; 310,000 tested, 0.92% active; AID 463111;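 active = B-score of the integrated calcium signal more than 4 SD below the library mean, with starting fluorescence not abnormally high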;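 note: negative B-score means reduced calcium response which marks RGS4 activation or potentiation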
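System – HEK293 FlpIn-TREx cells, stable M3R, doxycycline-inducible RGS4 · Reagent – ECmax carbachol challenge · Times – compound preincubation 20 min at room temperature before agonist · Technique – Fluo4 fluorescence kinetic imaging of calcium · Measure – B score of integrated Fluo4 ratio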
TRPC6 act – activators of mouse TRPC6 channel; Q61143; HEK293-TRPC6 membrane potential dye fluorescence; hits give high values; B-score at 10 µM; 310,000 tested, 0.13% active; AID 2550;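 active = B-score of the integrated fluorescence ratio above library mean plus 3 SD, and starting fluorescence ratio within library mean plus 5 SD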;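 note: higher score means more depolarization so channel activation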
TRPC6 inhibitor – inhibitors of mouse TRPC6 channel; Q61143; HEK293-TRPC6, membrane potential dye, ACh-evoked depolarization; hits give low values; B-score at 10 µM; 310,000 tested, 1.1% active; AID 2553;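 active = B-score under library mean minus 3 SD, initial fluorescence not abnormally high, positive integrated signal ratio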;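 note: B-score derived from integrated fluorescence ratio over the kinetic read; more negative B-score means stronger inhibition of depolarization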
MrgX1 allo act – allosterically activates human MrgX1 receptor signaling | B-score at 10 µM | Q96LB2 | 310,000 tested, 0.63% active | MrgX1-HEK293, Fluo-4 calcium flux, FDSS; hits give high values;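 active = plate-corrected calcium response at least 3 library SD above typical, normal starting fluorescence, not activating the receptor alone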;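 note: compound read alongside a low EC10 to EC30 dose of BAM8-22 agonist; peak minus trough fluorescence over baseline measured at the second addition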
HIF activator – HIF pathway transcriptional activation; U2OS HRE-luciferase reporter, luminescence; normalized: DMSO 0%, desferrioxamine 100%; activation, % at 7.5 µM (by protocol); 300,000 tested, 0.32% active;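 active = mean activation of at least 10% of the iron chelator positive control signal, with at least half of replicates also reaching 10%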
MrgX1 agonist – agonists of human MrgX1 receptor. MrgX1-HEK293 cells, Fluo-4 calcium fluorescence, agonist mode; hits give high values. 310,000 tested, 0.44% active. B-score at 10 µM;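 active = calcium response B-score plate-corrected fluorescence ratio at least 3 library SD, with starting fluorescence B-score inside 5 SD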
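Material: MrgX1-expressing HEK293 cells / Dosing: compound as first of three additions / Incubation: overnight seeding, then 1 h dark dye loading / Signal: Fluo-4 NW calcium fluorescence / Evaluation: B-scored fluorescence response ratio / Benchmarks: positive and negative control wells on each plate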
Active calls of the source: *; i = inactive; · = no result given.

Below each compound – SKKanGAS inh, Platelet DG rel, MrgX1 antag, TRPC4 block, RGS4 block, RGS4 act, TRPC6 act, TRPC6 inhibitor, MrgX1 allo act, HIF activator, MrgX1 agonist
1	CCOC(=O)C1(Cc2cccc(Cl)c2)CCCN(C(=O)c2ccco2)C1 (centres undefined)
  0.4, -2.7, i, i, i, i, i, i, i, 1.8, i
2	CCOC(=O)N1CCC(NCCNC(=O)c2ccccc2)CC1
  -1.8, 6.6, i, i, i, i, i, i, i, 0.6, i
3	CC(C)CNC(=O)C(=O)NCC(c1ccc2c(c1)OCO2)N1CCOCC1 (centres undefined)
  -1.7, -3.6, i, i, i, i, i, i, i, 1.3, i
4	COc1ccc(-c2cn3ccsc3n2)cc1
  0.8, 16.7, i, i, i, i, i, i, i, 1.9, i
5	O=c1cc(CN2CCCc3ccccc32)nc2sccn12
  4.8, 3.5, i, i, i, i, i, i, i, 0.3, i
6	COc1ccccc1CNC(=O)CCCc1ccccc1
  3.8, -2.0, i, i, i, i, i, i, i, 1.1, i
7	COc1ccc(CN(C(=O)c2oc3ccc(F)cc3c2C)C2CCS(=O)(=O)C2)cc1 (centres undefined)
  39.5, 4.9, i, i, i, i, i, i, i, -0.7, i
8	CC(=O)Nc1cccc(NC(=O)CSc2nnc3ccc(-c4ccncc4)nn23)c1
  11.2, -1.3, i, i, i, i, i, i, i, -1.4, i
9	CC(C)(C)c1ccc(CNc2ccc([N+](=O)[O-])cn2)cc1
  -1.5, -1.3, i, i, i, i, i, i, i, 3.6, i
10	CC(C)(C)c1ccc(OCC(O)CN2CCc3ccccc3C2)cc1 (centres undefined)
  2.4, 13.4, i, i, i, i, i, i, i, -0.1, i
11	COCCN(C(=S)Nc1cccc(Cl)c1C)C(C)c1ccco1 (centres undefined)
  18.7, -2.3, i, i, i, i, i, i, i, -0.3, i
12	CCn1cc(Br)c(C(=O)Nc2cccc(SC)c2)n1
  6.5, 12.1, i, i, i, i, i, i, i, 2.1, i
13	O=c1nc(/C=C/c2ccc(-c3ccc(F)cc3)o2)cc(C(F)(F)F)[nH]1
  12.4, -5.1, i, i, i, i, i, i, i, 2.0, i
14	Cc1ccc(NC(=O)CN(C)CC(=O)NC2CCCc3ccccc32)cc1 (centres undefined)
  0.4, 9.5, i, i, i, i, i, i, i, 0.1, i
15	CC(C)(C)c1cc(CCC(=O)NCCc2ccccn2)cc(C(C)(C)C)c1O
  2.0, -1.1, i, i, i, i, i, i, i, 0.3, i
16	COc1ccccc1CNC(=O)CCCNC(=O)Cn1cnc2sc(C)c(C)c2c1=O
  5.2, -0.5, i, i, i, i, i, i, i, 0.0, i
17	O=C(c1ccc(Cl)nc1)c1cccs1
  -4.1, -5.1, i, i, i, i, i, i, i, -0.3, i
18	O=c1oc(-c2cccc(C(F)(F)F)c2)nn1-c1ccc(C(F)(F)F)cn1
  -6.4, -3.5, i, i, i, i, i, i, i, -0.4, i
19	O=C(NNC(=O)C1CC(c2cccs2)=NO1)Nc1ccc(Cl)cc1 (centres undefined)
  -2.1, 1.2, i, i, i, i, i, i, i, 0.0, i
20	CCCCn1c(/C=N/Nc2nc3ccccc3[nH]2)nc2ccccc21
  94.7*, 3.7, i, i, i, i, i, i, i, 69.2*, i
21	Cc1nn(CC(=O)c2ccc(Br)s2)c(C)c1[N+](=O)[O-]
  -1.6, 0.0, i, i, i, i, i, i, i, -0.1, i
22	CCN(CC)c1ccc(C=O)c(OC)c1
  -3.6, 11.5, i, i, i, i, i, i, i, -0.2, i
23	CC(=O)N1c2ccc(S(=O)(=O)N3CCCCC3)cc2CC1C (centres undefined)
  -8.1, -11.5, i, i, i, i, i, i, i, -0.4, i
24	O=C(c1cccc(F)c1)N1CCC(O)(c2cccnc2)CC1
  -1.4, -7.2, i, i, i, i, i, i, i, -0.2, i
25	CCOC(=O)c1c(-c2ccccc2)csc1NC(=O)/C(C#N)=C/c1ccc(OC)c(OC)c1
  -1.3, -3.1, i, i, i, i, i, i, i, 0.5, i
26	c1ccc(CN2CCN(CCOCCOc3ccc4c(c3)CCC4)CC2)cc1
  7.4, 3.2, -5.6*, i, i, i, i, i, i, -0.1, i
27	COc1ccc(OC)c(NC2=NC3(CCCC3)N=C(N)N2)c1
  -1.2, -2.4, i, i, i, i, i, i, i, 0.2, i
28	CCN(CC(=O)NCc1ccc(F)cc1)c1ccc(S(C)(=O)=O)cc1[N+](=O)[O-]
  -4.0, 17.1, i, i, i, i, i, i, i, -0.4, i
29	CCCCc1nc2cc(C(=O)N(C)CCc3cn[nH]c3)ccc2o1
  0.7, -3.5, i, i, i, i, i, i, i, 3.6, i
30	CC(=O)Oc1ccc(-c2ccc(C(=O)O)cc2)cc1
  3.8, 1.7, i, i, i, i, i, i, i, -0.1, i
31	CCCCCCCC(=O)N/N=C(\C)c1ccc(O)cc1O
  10.3, -0.1, i, i, i, i, i, i, i, 2.0, i
32	Cc1ccc(OCCCC(=O)Nc2ccc(S(=O)(=O)Nc3cc(C)on3)cc2)cc1
  8.4, 0.0, i, i, i, i, i, i, i, -1.0, i
33	CCOc1ccc(C(=O)CSc2nnc(N)s2)cc1
  0.9, 4.2, i, i, i, i, i, i, i, 1.5, i
34	O=C(NCC1CCCN(Cc2cccc(C(F)(F)F)c2)C1)c1ccc(F)cc1 (centres undefined)
  -2.1, 18.7, i, i, i, i, i, i, i, -0.2, i
35	c1ccc(Cn2c(-c3cncs3)nc3ccccc32)cc1
  0.8, -3.7, i, i, i, i, i, i, i, 1.6, i
36	COc1ccc(/C=C2\SC(=NCc3ccccc3)N(Cc3ccccc3)C2=O)cc1OC
  3.9, 3.7, i, i, i, i, i, i, i, -0.6, i
37	OCC[C@@H]1C[C@H](O)[C@@H](O)[C@@]2(OCc3ccccc32)O1
  -4.6, -1.0, i, i, i, i, i, i, i, 0.0, i
38	O=C(O)C1C2CCC(C2)C1C(=O)Nc1nc2ccccc2s1 (centres undefined)
  -3.6, 3.7, i, i, i, i, i, i, i, 1.0, i
39	CCOc1ccccc1/C=C/c1cc(C(=O)O)c2ccccc2n1
  7.6, -0.6, i, i, i, i, i, i, i, ·, i
40	O=C(CN1CCN(S(=O)(=O)c2ccc(Br)cc2)CC1)Nc1ccc2c(c1)OCCO2
  0.6, -2.8, i, ·, ·, ·, ·, ·, i, -0.2, i
41	COc1cccc(CN2CC(O)=C(c3nc(-c4ccc(Cl)cc4)cs3)C2=N)c1
  -1.3, 0.7, i, i, i, i, i, i, i, -0.6, i
42	CCOc1cc2[nH]c(=S)n(C(C)C)c(=O)c2cc1OCC
  -8.0, -1.2, i, i, i, i, i, i, i, -0.4, i
43	CCC1=NC(c2ccc(OC)cc2)N(O)C1(C)C (centres undefined)
  -6.8, -0.5, i, i, i, i, i, i, i, 0.1, i
44	Cc1ccc(NC(=S)c2nc3ccccc3s2)cc1
  6.0, 0.3, i, i, i, i, i, i, i, -1.3, i
45	C/C(=N\NS(=O)(=O)c1ccc([N+](=O)[O-])cc1)c1c[nH]c2ccccc12
  -1.9, -2.5, i, i, i, i, i, i, i, -0.7, i
46	CCCOc1ccc(CC(=O)NNC(=S)Nc2ccccc2)cc1Br
  -6.7, 4.2, i, i, i, i, i, i, i, -0.2, i
47	c1csc(-c2nnsc2-c2nc3ccccc3[nH]2)c1
  0.2, ·, i, i, i, i, i, i, i, 1.2, i
48	CCOC(=O)COc1ccc2c3c(c(=O)oc2c1C)CCC3
  -4.0, -4.7, i, i, i, i, i, i, i, 2.7, i
49	Cc1ccc(C(=O)NC(C)c2ccccc2)o1 (centres undefined)
  1.9, 5.7, i, i, i, i, i, i, i, -0.6, i
50	Cc1cc(=O)oc2cc(Oc3ncccn3)ccc12
  3.8, -5.2, i, i, i, i, i, i, i, -0.3, i
51	COc1ccc(CCC(=O)Nc2nnc(C)s2)cc1
  -2.7, -4.7, i, i, i, i, i, i, i, 0.0, i
52	CC1CC(C)CN(S(=O)(=O)c2ccc(C(=O)NCCCn3ccnc3)cc2)C1 (centres undefined)
  1.3, 1.1, i, i, i, i, i, i, i, -0.1, i
53	CC1CCN(c2nc(-c3ccccc3)c(C#N)c(=O)[nH]2)CC1
  16.8, 2.8, i, i, i, i, i, i, i, -0.1, i
54	O=C(c1ccc2c(Cl)c3c(nc2c1)CCCC3)N1CCN(c2ccc(F)cc2)CC1
  32.3, -0.9, i, i, i, -9.23*, i, i, i, 0.4, i
55	COc1ccc(C(=O)Nc2nnc(CCS(=O)(=O)c3ccc(C)cc3)s2)cc1
  -0.9, -6.2, i, i, i, i, i, i, i, -1.8, i
56	Cc1cc(C)c2c(-n3cccc3)n[nH]c2n1
  9.7, 0.1, i, i, i, i, i, i, i, -0.6, i
57	C=CCN(CC=C)C(=O)Cn1cnc([N+](=O)[O-])n1
  1.1, 17.1, i, i, i, i, i, i, i, -0.4, i
58	COc1ccc(C(=O)Nc2cccc(/C(C)=N\NC(=O)c3ccoc3C)c2)cc1OC
  -0.9, -4.5, ·, i, i, i, i, i, ·, 2.7, ·
59	Cc1c(N(C)S(=O)(=O)c2cccc(C(=O)NC(C)C)c2)c(=O)n(-c2ccccc2)n1C
  0.2, -23.6, i, i, i, i, i, i, i, -0.1, i
60	Cc1c(CN2CCN(CC(C)C)C(CCO)C2)[nH]c2ccc(Cl)cc12 (centres undefined)
  -0.1, 2.7, i, i, i, i, i, i, i, -1.3, i

Other entries follow.
Below each compound – SKKanGAS inh, Platelet DG rel, MrgX1 antag, TRPC4 block, RGS4 block, RGS4 act, TRPC6 act, TRPC6 inhibitor, MrgX1 allo act, HIF activator, MrgX1 agonist
61	C=CCN1c2ccccc2[C@]23C[C@@H](C(=O)OC)N(C(=O)OCC)C2=NC(C(=O)OC)=C(C(=O)OC)[C@H]13
  1.5, -1.0, i, i, i, i, i, i, i, 0.0, i
62	Cc1ccc(S(=O)(=O)/N=C(\CN2CCOCC2)N2CCOCC2)cc1
  2.5, -4.0, i, i, i, i, i, i, i, -0.4, i
63	COc1ccc(-c2noc(CCC(=O)NCC3CCN(Cc4cccc(C)c4)CC3)n2)cc1
  -4.5, 1.8, i, i, i, i, i, i, i, -0.4, i
64	O=C(NC1CC1)C1=C[C@H](c2coc3ccccc3c2=O)C[C@H](OCCCCO)O1
  1.3, 0.1, i, i, i, i, i, i, i, -0.1, i

Screens deposited in PubChem BioAssay by several laboratories.
